# Screening data deposited in PubChem by several laboratories.
# PPARg SRC1 recr: agonists of human PPARgamma SRC-1 coactivator recruitment; activation, % at 8 µM; P37231; hit rate 0.41% among 200,000; PPARgamma-SRC-1 coactivator recruitment biochemical assay; in the data active means activation above about 19%;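 further: 0% = DMSO and 100% = reference agonist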
# TR-FRET SRC-2 ct: flags TR-FRET format artefacts in PPARgamma SRC-2 recruitment agonist screen | TR-FRET artefact counter-screen; hits give high values | TR-FRET ratio at 8 µM | hit rate 0.4% among 200,000 | AID 1049; in the data active means TR-FRET ratio above about 2000; further: inactives centre near 1500; reference of the scale not given here
# bIAP inhibitor: intestinal alkaline phosphatase (bovine) inhibition. 190,000 tested, under 10 active. inhibition, % at 20 µM. purified bovine IAP, CDP-star luminescence, 30 min. AID 1019;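 active means over 50% inhibition of intestinal alkaline phosphatase at 20 µM in the single-dose screen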
#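 System: purified bovine intestinal alkaline phosphatase (IAP) enzyme; Input: IAP diluted 1/65,000,000 in the well; Measured by: CDP-star luminescence signal; Compound dosing: 20 µM single dose; Incubation: 30 min reaction at room temperature.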
# DTT redox prof: compounds producing H2O2 with reducing agent – biochemical, NIH compound library profiling, artefact control for MLSCN library redox annotation, primary screen | DTT-dependent redox cycling H2O2, phenol red/HRP absorbance; 100% = 100 µM peroxide control, 0% = buffer | activation, % at 10 µM | hit rate 0.03% among 200,000 | AID 878;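 active means activation of at least 50% relative to the plate's high and low controls in the primary single-dose screen; inactive means activation below 50%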;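 further: compound incubated with DTT at 0.8 mM final as the reducing agent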
# bIAP act: intestinal alkaline phosphatase (bovine) activation; purified bovine IAP, CDP-star luminescence, 30 min; hits give high values; fold of DMSO-control signal, blank-subtracted; hit rate 0.17% among 200,000; activation factor at 20 µM;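 active means activation factor of 2 or more at 20 µM, a signal rise over negative controls twice the positive control's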
# S1P3 antagonist: antagonists of human S1P3 receptor; hit rate 0.27% among 170,000; AID 485; inhibition, % at 4.98 µM; CHO S1P3 NFAT-BLA reporter, FRET fluorescence, antagonist mode;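 active means inhibition above the plate cutoff, the mean inhibition of test wells on that plate plus 3 SD, cut at about 28% in these data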;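 further: cells challenged with S1P at its EC80 of 0.8 µM; blue over green emission ratio from cleaved BLA substrate after 4 h stimulation; 0% = S1P-stimulated wells and 100% = unstimulated DMSO-only wells; some compounds past the cut are filed as inactive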
# Target sequence (Q99500 whole entry, looked up): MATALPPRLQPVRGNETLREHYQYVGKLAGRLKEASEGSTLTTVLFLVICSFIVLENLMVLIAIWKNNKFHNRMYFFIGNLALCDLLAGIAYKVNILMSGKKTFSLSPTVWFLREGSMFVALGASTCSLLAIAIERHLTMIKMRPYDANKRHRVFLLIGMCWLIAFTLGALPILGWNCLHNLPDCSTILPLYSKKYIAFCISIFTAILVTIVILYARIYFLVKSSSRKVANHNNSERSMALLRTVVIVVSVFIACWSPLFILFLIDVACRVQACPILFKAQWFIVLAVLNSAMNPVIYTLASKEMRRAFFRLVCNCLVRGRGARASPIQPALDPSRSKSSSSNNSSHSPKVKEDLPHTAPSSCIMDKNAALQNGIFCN
# TLR4 MyD88 comp: TLR4-MyD88 interaction inhibition in cells; HeLa CL3-4 TLR4/MyD88 BLA complementation, FRET ratio; hit rate 0.18% among 200,000; inhibition, % at 8.4 µM; in the data active means inhibition above about 25%;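 further: 0% = vehicle and 100% = reference inhibitor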
# ROMK primary: modulates human ROMK potassium channel activity; Tet-inducible ROMK, thallium flux fluorescence; actives lie on both sides; B-score at 10 µM; hit rate 2% among 130,000;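 active means signal ratio slope over the read window, or its plate-corrected B-score, at least 3 SD from the plate mean, either direction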;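 further: B-score of the F/F0 ratio slope over 7 to 12 s after thallium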
# Target sequence (P48048 whole entry, looked up): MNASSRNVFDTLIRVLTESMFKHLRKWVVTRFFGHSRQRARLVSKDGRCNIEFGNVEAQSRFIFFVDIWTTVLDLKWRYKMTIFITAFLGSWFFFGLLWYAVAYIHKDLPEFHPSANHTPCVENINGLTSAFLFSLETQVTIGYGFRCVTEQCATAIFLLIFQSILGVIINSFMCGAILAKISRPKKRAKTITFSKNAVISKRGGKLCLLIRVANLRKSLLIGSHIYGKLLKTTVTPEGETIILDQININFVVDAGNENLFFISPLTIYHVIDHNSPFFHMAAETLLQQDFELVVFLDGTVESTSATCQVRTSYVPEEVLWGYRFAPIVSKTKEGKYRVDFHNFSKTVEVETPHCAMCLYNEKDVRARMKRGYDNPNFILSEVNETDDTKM
# PPARg SRC2 recr: agonists of SRC-2 recruitment by human PPARgamma. hit rate 0.34% among 200,000. activation, % at 8 µM. PPARgamma LBD-SRC-2 recruitment, biochemical; in the data active means activation above about 22%;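 further: 0% = vehicle and 100% = reference agonist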
# Lmaj promast: reduces viability of Leishmania major promastigotes; resazurin fluorescence viability; inhibition, % at 10 µM; hit rate 9% among 200,000; AID 1063; in the data active means inhibition above about 50%;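 further: promastigotes grown with compound for 44 hours at 28 °C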
# PPARg SRC-3 ag: PPARgamma-driven SRC-3 recruitment agonism; activation, % at 8 µM; P37231; biochemical PPARgamma/SRC-3 coactivator recruitment assay; hit rate 0.26% among 200,000; in the data active means activation above about 23%;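 further: 0% = DMSO and 100% = reference agonist; some compounds past the cut are filed as inactive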
# * hit, by the source's call; nt = no result given. Random draw from the library; 11% or so of the library scored in one or more.
SMILES,PPARg SRC1 recr,TR-FRET SRC-2 ct,bIAP inhibitor,DTT redox prof,bIAP act,S1P3 antagonist,TLR4 MyD88 comp,ROMK primary,PPARg SRC2 recr,Lmaj promast,PPARg SRC-3 ag
c1cncc(CSc2ccc(-c3cccnc3)nn2)c1,0,1698,2,0.0,1,-15,10,0.22,6,-4,6
CCOC(=O)c1cccc(NC(=O)c2cnc3ccccc3n2)c1,8,1478,-1,1.0,1,-7,6,nt,6,2,-6
COc1ccc(CN2CCN(Cc3ccccc3)C(CCO)C2)cc1OC (stereo not given),7,1432,-15,-1.2,1.2,-8,9,1.6,-10,2,-5
N#Cc1cc2c(nc1SCC(=O)Nc1sc3c(c1C#N)CCC3)CCCC2,14,1572,3,-3.4,1,nt,2,nt,10,55*,2
Cc1cccc(NC(=O)CCSc2nc(C)cc(C)n2)c1,1,1636,11,-4.1,0.9,nt,-8,-0.51,-1,-4,4
CCCCn1c(SCC(=O)Nc2cc(C(F)(F)F)cc(C(F)(F)F)c2)nnc1C(CC)N(C)C (stereo not given),4,1742,17,-1.0,0.8,-11,-5,-0.11,13,17,4
CCOc1cccc2sc(Nc3nc4ccc(NC(C)=O)cc4s3)nc12,0,1669,-14,0.2,1.1,-2,-4,nt,2,80*,5
CCN(CC(=O)Nc1cc(Cl)ccc1C)C(=O)C1CCCCC1,10,1518,3,-0.9,1,-5,3,0.088,0,4,0
CCCn1c(SCN2C(=O)c3ccccc3C2=O)nc2cc(Cl)ccc2c1=O,4,1651,5,0.8,1,7,-5,1.4,9,-3,0
CCNC(=S)NCc1ccc2[nH]c(C)cc2c1,-3,1515,-2,0.5,1,-13,1,-0.055,3,-2,-2
O=C(Oc1cccc(-n2cnnn2)c1)c1ccccc1,1,1440,1,2.0,1,1,1,0.047,2,-3,0
Cc1nonc1NC(=O)CSc1nnc(-c2ccoc2C)n1CC(C)C,7,1603,-4,3.9,1,-26,13,2.6,-9,-4,10

# An excerpt from above in order of the PPARg SRC2 recr value, high to low:
SMILES,PPARg SRC2 recr
CCCn1c(SCN2C(=O)c3ccccc3C2=O)nc2cc(Cl)ccc2c1=O,9
c1cncc(CSc2ccc(-c3cccnc3)nn2)c1,6
Cc1cccc(NC(=O)CCSc2nc(C)cc(C)n2)c1,-1
COc1ccc(CN2CCN(Cc3ccccc3)C(CCO)C2)cc1OC (stereo not given),-10

# Further compounds follow:
SMILES,PPARg SRC1 recr,TR-FRET SRC-2 ct,bIAP inhibitor,DTT redox prof,bIAP act,S1P3 antagonist,TLR4 MyD88 comp,ROMK primary,PPARg SRC2 recr,Lmaj promast,PPARg SRC-3 ag
COc1cccc(-c2nn(C)c3sc(C(=O)NCc4ccc(C)o4)cc23)c1,4,1397,-19,3.3,1.2,41,-6,nt,-1,26,-7
O=C1CN=C(Nc2cccc(C(F)(F)F)c2)N1C1CCCC1,-6,1491,13,0.4,0.9,nt,3,-0.42,2,17,6
CCCNc1nc(=S)n(-c2ccccc2)c(C)c1C(C)=O,-2,1538,10,13,0.9,-7,-4,0.68,1,-6,-6
Cc1ccc(NC(=O)O/N=C2\CCCCC2c2ccc([N+](=O)[O-])cc2[N+](=O)[O-])cc1 (stereo not given),-12,1520,14,-6.1,0.9,nt,9,nt,-1,99*,6
O=C(NCc1nnc(SCC(=O)N2CCCC2)o1)c1c(F)cccc1Cl,-1,1528,0,-0.5,1,nt,12,0.36,3,0,-1
COc1ccc(N2C(=O)CCC(C(=O)NCc3ccccn3)C2c2ccc(F)cc2)cc1 (stereo not given),2,1512,0,0.0,1,nt,7,-0.036,7,-3,2
COc1ccccc1Cn1c(=S)[nH]c2cc(C(=O)NCC3CCCO3)ccc2c1=O (stereo not given),10,1721,-6,-1.2,1.1,-12,-6,1,8,5,2
CCNC(=S)NNC(=O)CCn1c2ccccc2c2ccccc21,5,1656,12,-8.3,0.9,nt,17,-0.054,5,11,10
COC(=O)c1ccc(NC(=O)c2cccc(Cl)c2)o1,4,1444,-3,-4.5,1,nt,-7,nt,4,-6,5
O=C(NNc1cc(N2CCOCC2)nc(N2CCOCC2)n1)c1ccc(Cl)cc1Cl,4,1554,2,-0.1,1,-26,-5,nt,3,28,6
Cc1cccc(NC(=O)CSc2nc(N)cc(N)n2)c1,5,1444,5,2.3,0.9,nt,-2,nt,1,1,7
CN(C)S(=O)(=O)Nc1cc(F)cc(F)c1,-2,1553,14,-0.5,0.9,-6,1,-0.48,-1,-3,0
Cc1cc(Nc2ncc(Cl)cc2Cl)n(-c2ccccc2C)n1,1,1457,10,0.7,0.9,-2,-4,0.017,-1,82*,-4
Cc1cccc2[nH]c(-c3ccc(NC(=O)c4ccco4)cc3)nc12,3,1446,22,0.1,0.8,7,-1,0.65,-6,13,-13
O=C(NC1CCCCC1)c1ccc(S(=O)(=O)NCc2ccco2)cc1,4,1440,6,1.7,0.9,-9,-8,1.1,-12,6,-1
O=C(CSc1nc2c([nH]c3ccccc32)c(=O)n1-c1cccc(Cl)c1)N1CCOCC1,1,1715,23,0.2,0.8,7,-3,nt,3,13,-6
CN(C)S(=O)(=O)c1ccc(C(=O)N2CCCC2c2nc3ccccc3s2)cc1 (stereo not given),-9,1385,9,1.9,0.9,-4,1,0.12,-11,-6,-17
C/C(CC(=O)Nc1ccccn1)=N\NC(=O)C(=O)Nc1ccccc1C,-5,1349,-7,-3.8,1.1,nt,-8,0.11,-1,-4,-4
Cc1noc(/C=C/c2ccco2)c1S(=O)(=O)N1CCC(C(=O)N2CCc3ccccc3C2)CC1,5,1532,-3,-0.6,1,39,-14,nt,4,73*,-1
C=CCOc1cccc(C2/C(=C(/O)c3ccc(Cl)cc3)C(=O)C(=O)N2CCN2CCOCC2)c1 (stereo not given),6,1709,0,-0.1,1,-7,5,0.02,0,-6,5
COc1ccc2cc3c(N)c(C(=O)NCc4ccco4)sc3nc2c1,3,1762,22,1.7,0.8,-32,-7,nt,15,2,7
CN(c1ccccc1C(=O)Nc1ccc(F)c(F)c1)S(C)(=O)=O,4,1691,-3,0.1,1,-9,0,-0.18,9,-4,1
O=C(Nc1ccc(F)cc1Cl)c1ccc2c(=O)n3c(nc2c1)CCCCC3,1,1647,6,0.8,0.9,-16,-21,-0.28,-4,-5,3
O=C(Oc1ccc(Nc2ncnc3ccccc23)cc1)c1cccnc1,-3,1546,6,0.2,0.9,6,3,-2.9*,-4,1,-3
Cn1c(=O)n(-c2cccc(Cl)c2)c(=O)n1C,0,1540,7,-0.1,0.9,12,2,nt,4,-5,0
S=C(Nc1ccccc1Cl)NC1CCN(Cc2ccccc2)CC1,7,1567,nt,-0.2,0.4,8,4,nt,0,95*,5
CC(C)(C)NCc1cc2ccccc2[nH]c1=O,3,1533,8,0.0,0.9,nt,-13,0.031,-8,1,-9
Cc1nc2cc(C(=O)NCCN3CCOCC3)ccc2n1-c1ccc(F)cc1F,-1,1342,-6,0.7,1.1,-7,-5,0.72,3,-3,-7
O=C(Nc1nc2ccccc2c(=O)[nH]1)c1ccccc1SCc1ccccc1,1,1370,-26,0.9,1.3,-8,2,1.4,3,13,2
CN(C)N=C1c2cc(S(=O)(=O)N3CCOCC3)ccc2-c2ccc(S(=O)(=O)N3CCOCC3)cc21,-1,1605,9,0.6,0.9,-10,4,nt,0,7,0
O=c1cc(CO)oc(C(Nc2cccc([N+](=O)[O-])c2)c2ccccn2)c1O (stereo not given),0,1517,18,0.1,0.8,-20,0,-0.34,-4,-5,0
CCS(=O)(=O)c1ccc2oc(SCC(=O)NCCc3ccc(OC)cc3)nc2c1,-3,1502,5,0.4,1,4,12,0.69,4,0,-4
CCN1CCN(Cc2ccc(NC(=O)Nc3ccc(OC)cc3)cc2)CC1,1,1524,-9,0.5,1.1,-16,0,nt,-7,-4,4
Cc1ccc(SCCNC(=O)CN2C(=O)c3ccccc3S2(=O)=O)cc1,11,1585,5,-3.1,1,nt,12,nt,7,-10,0
COc1cc(NC(=O)CS(=O)(=O)c2ccc(C)cc2)cc(OC)c1OC,7,1706,8,-0.6,0.9,-31,11,-0.47,17,-6,-3
O=[N+]([O-])c1cccc(/C=N/Nc2nc(N3CCOCC3)nc(N3CCOCC3)n2)c1,-5,1441,-2,-0.4,1,-10,10,nt,-21,73*,2
CC1CC(C)(C)NC(=S)N1CCCC(=O)NCCc1ccc(Cl)cc1 (stereo not given),4,1534,26,-0.5,0.7,-4,7,-2.5,7,3,2
O=C(Nc1nc(COc2ccccc2)cs1)c1ccccc1F,8,1505,10,-0.4,0.9,-14,3,0.15,1,1,2
CCCC(=O)NC(C)C(c1cccs1)N1CCN(C)CC1 (stereo not given),4,1533,10,-0.9,0.9,-13,-3,nt,9,-4,5
O=C(NC1CCCCC1)N(CCO)Cc1cc2cc3c(cc2[nH]c1=O)OCCO3,-4,1595,6,-3.0,0.9,nt,2,nt,6,3,8
COc1cccc(NC(=O)Nc2cccn(Cc3ccc(C)cc3)c2=O)c1,0,1566,4,2.4,1,5,-11,0.65,5,-5,10
COc1ccc(-c2nnn(CC(=O)N(CC(=O)NC3CCCC3)Cc3ccco3)n2)cc1OC,-3,1644,8,-0.1,0.9,-4,-2,-0.83,3,-1,1
O=c1oc2ccccc2c2c1nnn2CCO,6,1616,-13,-0.3,1.1,-3,1,0.2,2,-2,-2
CCCC(=O)NC(c1ccc(OC)cc1)c1ccc2cccnc2c1O (stereo not given),8,1517,-21,-0.2,1.2,-4,3,0.55,0,100*,2
COCCCN1C(=O)C(O)=C(C(=O)c2ccc(C)o2)C1c1cccc(Br)c1 (stereo not given),4,1621,12,-0.6,0.9,29,4,-1.1,7,-1,-4
COC(=O)c1sccc1NC(=O)c1ccccc1,4,1631,-2,0.2,1,-9,-14,-0.8,-1,-7,0
COCCn1c(SCC(=O)c2c[nH]c3ccccc23)nnc1-c1ccncc1,-6,1546,0,0.2,1,-5,3,nt,-2,83*,-3
CCNc1nc(NC(C)(C)C)nc(N2CCCC2)n1,-6,1578,3,0.9,1,nt,-3,-1.1,0,80*,-5
Cc1cccc2nc(CSc3nc4[nH]ncc4c(=O)n3-c3ccccc3Cl)cc(=O)n12,2,1736,2,0.0,1,-12,7,-0.88,8,9,3
C=CCn1c(N2CCOCC2)nc2c1c(=O)[nH]c(=O)n2C,9,1779,-6,-1.0,1.1,-14,9,-0.074,7,-2,7
CO/N=C/c1ccc(Sc2ccc(C)cc2)c([N+](=O)[O-])c1,-6,1585,24,0.2,0.8,nt,13,0.6,-3,-1,-3
COC(=O)C(CC(C)C)NC(=O)c1cccs1 (stereo not given),6,1803,15,-0.3,0.9,-9,6,-0.11,8,-3,9
O=C(CN1C(=O)C2CCCCC2C1=O)N1CCN(c2ccc(F)cc2)CC1 (stereo not given),-9,1347,0,-0.8,1,-1,15,-0.017,-2,-4,-5
NNC(=O)c1cc2ccccc2[nH]1,6,1641,2,0.3,1,-14,-1,-0.087,4,2,-6
